PGC1a acetyl inh – inhibitors of PGC1a acetylation signal, primary screen, cell-based, U2OS, AlphaScreen, inhibitor mode. AlphaScreen anti-acetyl-lysine; with virally co-expressed GCN5 acetyltransferase. AID 651687, 2012. hit rate 0.17% among 350,000. inhibition, % at 15.6 µM;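 active means every replicate shows inhibition of at least 40%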;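 further: 0% = neutral control wells and 100% = positive control wells; some results beyond the cut were filed as inactive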
PglD DTNB – C. jejuni PglD acetyltransferase inhibitors, primary screen, biochemical, DTNB colorimetric, single point; hit rate 0.098% among 360,000; purified PglD enzyme, DTNB colorimetric CoA detection; UDP-N-acetylbacillosamine N-acetyltransferase PglD (Campylobacter jejuni); inhibition, % at 12.5 µM; in the data active means inhibition above about 16%, passing the limit was not always enough; further: strong numbers were not always called active
RAD52 anneal inh – RAD52 DNA annealing inhibitors, primary screen, biochemical, FRET, single point, set 2; DNA repair protein RAD52 homolog (Homo sapiens), P43351; recombinant RAD52 DNA annealing, FRET fluorescence; inhibition, % at 18.7 µM; hit rate 0.46% among 360,000; AID 651710, 2012;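 active means every replicate showing at least 50% inhibition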
Target sequence (P43351 whole entry, looked up): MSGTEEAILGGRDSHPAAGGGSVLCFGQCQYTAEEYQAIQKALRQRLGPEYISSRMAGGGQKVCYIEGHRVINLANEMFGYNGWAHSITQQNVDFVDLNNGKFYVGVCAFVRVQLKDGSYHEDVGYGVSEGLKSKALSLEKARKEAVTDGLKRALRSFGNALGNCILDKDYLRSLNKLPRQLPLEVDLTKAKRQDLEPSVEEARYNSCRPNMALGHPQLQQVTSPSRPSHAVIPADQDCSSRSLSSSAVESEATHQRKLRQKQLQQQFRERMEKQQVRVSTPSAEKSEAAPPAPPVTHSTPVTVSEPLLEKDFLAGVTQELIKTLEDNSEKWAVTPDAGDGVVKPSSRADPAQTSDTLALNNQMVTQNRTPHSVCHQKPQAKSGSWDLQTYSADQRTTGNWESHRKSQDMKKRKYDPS
Cneo AK release – Cryptococcus neoformans cell lysis inducers, primary screen, AK release luminescence, single concentration; C. neoformans lysis, adenylate kinase release luminescence, 4 h; normalised: neutral wells 0, clomiphene wells 100; lysis activity, % at 15 µM; hit rate 0.2% among 360,000; AID 651654, 2012;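 active means mean lysis activity across replicates of at least 80%, whatever share of replicates individually reach that level; inactive means mean lysis activity below 80%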
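Material: C. neoformans cells; Schedule: 4 h static compound exposure, 37 °C, read 1 h post-reagent; Measured by: adenylate kinase release luminescence; Read-out: signal increase indicating cell lysis; Controls: Clomiphene as positive lysis control.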
miR-122 sensor – miR-122 Renilla sensor signal increase in Huh7, primary screen, miR-122 inhibitor project, cell-based, single point, plate reader; hit rate 0.3% among 340,000; AID 602342, 2012; activation (reporter increase), % at 12.5 µM; Huh7 miR-122 Renilla luciferase sensor, 48 h; neutral wells = 0, positive control = 100;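 active means mean replicate activation score at least 90 and every replicate individually at or above 90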;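 further: higher luciferase means less miR-122 activity so hits act as miR-122 inhibitors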
E-selectin induc – E-selectin induction in HUVECs, primary screen, imaging, HUVEC, immunofluorescence imaging, single point; P16581; normalized: neutral wells 0, TNF-alpha wells 100; activation, % at 7.58 µM; hit rate 0.37% among 260,000; AID 686992, 2013;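 active means mean E-selectin-positive cell signal at least 10% of the positive control, reached in at least 60% of replicates, without over 20% cell loss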;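 further: in these data hits start at about 27%; measured in HUVEC primary endothelial cells; signal is the percent of cells scored E-selectin positive by PE staining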
Target sequence (P16581 whole entry, looked up): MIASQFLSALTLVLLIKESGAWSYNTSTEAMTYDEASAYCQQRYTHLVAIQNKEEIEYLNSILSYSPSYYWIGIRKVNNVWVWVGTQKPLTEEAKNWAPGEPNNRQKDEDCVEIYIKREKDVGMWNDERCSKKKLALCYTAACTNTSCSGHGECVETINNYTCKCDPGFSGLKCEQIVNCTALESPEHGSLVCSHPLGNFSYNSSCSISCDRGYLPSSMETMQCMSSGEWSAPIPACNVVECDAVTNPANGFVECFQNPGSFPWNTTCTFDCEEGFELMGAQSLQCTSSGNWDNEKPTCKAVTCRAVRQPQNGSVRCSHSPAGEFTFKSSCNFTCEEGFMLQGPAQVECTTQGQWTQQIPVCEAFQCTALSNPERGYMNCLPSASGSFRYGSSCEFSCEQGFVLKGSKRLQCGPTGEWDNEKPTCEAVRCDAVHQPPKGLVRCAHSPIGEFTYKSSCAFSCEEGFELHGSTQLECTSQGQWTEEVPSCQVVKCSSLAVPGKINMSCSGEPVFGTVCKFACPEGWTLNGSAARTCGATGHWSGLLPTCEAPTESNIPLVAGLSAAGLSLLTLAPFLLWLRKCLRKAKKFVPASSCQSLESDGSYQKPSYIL
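Test system – human umbilical vein endothelial cells (HUVEC), E-selectin induction · Input – 3,000 HUVEC seeded per well · Buffer or medium – EGM-2, gelatin · Compound dosing – single-point compound dose · Detection – immunofluorescence imaging · Measure – percent E-selectin-positive cells · Controls – TNF-alpha high, DMSO low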
RAD54 branch – inhibitors of human RAD54 branch migration, primary screen, biochemical, fluorescence, single point | DNA repair and recombination protein RAD54-like (Homo sapiens), Q92698 | RAD54 Holliday junction branch migration, FAM/BHQ fluorescence | inhibition, % at 10.4 µM | hit rate 0.14% among 360,000 | AID 602329, 2012;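 active means mean normalized replicate activity at least 40 and at least half of replicates scoring 40 or more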;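 further: 0% = median of neutral control wells and 100% = median of positive control wells; inhibitors cause a drop in the FAM fluorescence signal; in these data hits start at about 50%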
ERAP1 inh – human ERAP1 aminopeptidase inhibitors, primary screen, biochemical, single point, plate reader. inhibition, % at 10.7 µM. recombinant ERAP1, Leu-AMC fluorescence, 60 min. hit rate 0.15% among 340,000. Endoplasmic reticulum aminopeptidase 1 (Homo sapiens), Q9NZ08. AID 652197, 2013;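 active means mean replicate inhibition of at least 30%, or all replicates individually reaching that 30% level; inactive means mean below 30% and not every replicate reaching it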;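 further: 0% = neutral control wells and 100% = L-leucinethiol positive control wells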
Starred values were filed as active, the others as inactive; x = no result given; & = joins results of further samples; [ ] = another dose, or the depositor's remark.

SMILES	PGC1a acetyl inh	PglD DTNB	RAD52 anneal inh	Cneo AK release	miR-122 sensor	E-selectin induc	RAD54 branch	ERAP1 inh
COc1ccc([N+](=O)[O-])cc1NS(=O)(=O)c1ccc(C(=O)N2CCCC2)cc1	11	-4	-10	1	-5	x	6	2
C[C@@H]1CN([C@H](C)CO)S(=O)(=O)c2ccc(-c3ccncc3)cc2O[C@@H]1CN(C)Cc1ccccn1	20	1	-11	0	10[16.7 µM]	-0.1	-5	1
Cc1ccc(-n2nnnc2SCC(=O)Nc2sc(C)c(C)c2C#N)cc1C	-6	2	-11	0	22	x	-4	2
C[C@@H]1CN([C@H](C)CO)C(=O)c2cc(NC(=O)Cn3cnnn3)ccc2O[C@H]1CN(C)C	4	9	-6	-4	-7[16.7 µM]	x	11	1
COc1ccc(NC(=O)CN2CCC(Cc3ccccc3)CC2)cc1S(=O)(=O)N1CCOCC1	x	-10	x	-8	-1	1.2	-1	x
Cc1ccc(/C(N)=N/OC(=O)C(C)c2ccc([N+](=O)[O-])cc2)cc1 (configuration not stated)	x	9	-11	-1	x	0.0	-4	1
Cc1cc(-c2ccc(C)c(S(=O)(=O)N3CCN(c4ccccn4)CC3)c2)on1	-9	1	-16	0	1	x	-2	0
CCOc1ccc(N2Cc3ncccc3C2=O)cc1	14	-4	x	0	x	x	-3	x
O=C(CCN1CCCCO1)N1CCCC(Nc2cccc(F)c2)C1 (configuration not stated)	-5	5	-14	2	2	0.5	1	4
Cn1cnc([N+](=O)[O-])c1Sc1ncn[nH]1	x	4	5	0	x	x	-11	2
CC(C)NC(=O)Nc1ccc2c(c1)C(=O)N([C@@H](C)CO)C[C@H](C)[C@H](CN(C)Cc1ccc3c(c1)OCO3)O2	-5	2	-3	0	0[16.7 µM]	-3.7	8	-1
O=C(Nc1cc(F)ccc1F)N1CC(=O)N2[C@H](CO)[C@@H](c3ccc(C#CC4CCCCC4)cc3)[C@@H]2C1	-7	x	6	x	x	-0.8	x	-2
COc1ccc(C(=O)N/N=C/c2cc(Br)ccc2O)cc1OC	12	x	-14	x	x	0.7	x	-5
Cc1ccc(N2C(=O)C3C(C2=O)N2C(c4cccs4)C4C(=O)N(c5ccc(C)cc5)C(=O)C4N2C3c2cccs2)cc1 (configuration not stated)	-6	-4	x	0	-10	-0.1	-10	x
COc1ccc(OC)c(NC(=O)Cn2cc(C=O)c3ccccc32)c1	2	-1	2	2	0	x	6	-1
COc1cc2cc(C(c3nnnn3C(C)(C)C)N3CCc4ccccc4C3)c(=O)[nH]c2cc1OC (configuration not stated)	-5	1	x	1	-1	x	-9	x
Cc1ccc(C(=O)N2CCCC(Nc3ccc(C)c(C)c3)C2)c(=O)[nH]1 (configuration not stated)	x	3	-4	1	x	0.0	-1	-5
O=C(CSc1ccc2nnc(-c3ccccn3)n2n1)N1CCN(c2ccccc2)CC1	3	0	11	0	4	0.1	7	5
COC(=O)c1ccccc1C(=O)N1CCCC(C(=O)c2ccc(OC)c(OC)c2)C1 (configuration not stated)	x	-6	-7	-4	x	0.7	-22	2
Cc1onc(C(=O)Nc2sc3c(c2C(N)=O)CCCC3)c1[N+](=O)[O-]	-5	-1	-17	-1	x	x	8	-2
C[C@@H]1CN([C@H](C)CO)C(=O)c2cc(NC(=O)Nc3ccc4c(c3)OCO4)ccc2O[C@H]1CN(C)Cc1ccncc1	-1&11	2&6	14&-23	-1&-3	-8[16.7 µM]	0.1&-0.5	16&9	2
COc1ccc([C@H]2C[C@H](O)[C@@H](n3cc(-c4ccc(F)cc4)nn3)CN2C(=O)c2cccs2)cc1	-13	-3	4	3	-4	-0.1	2	8
CCOC(=O)NC(Cc1c[nH]c2ccccc12)C(=O)NCCc1ccc(S(N)(=O)=O)cc1 (configuration not stated)	3	-3	-11	-1	2	-0.2	5	-5
CN1C(=O)C2(c3ccccc31)c1c(oc3ccccc3c1=O)C(=O)N2CCO (configuration not stated)	-17	6	-23	6	1	x	-6	x
O=C(C[C@@H]1C[C@@H]2c3cc(NC(=O)C4CCOCC4)ccc3O[C@@H]2[C@@H](CO)O1)NCc1cc(F)ccc1F	3	1	-6	8	-7[16.7 µM]	0.6	8	1
CCOc1cccc(N2C(=O)CC(NCc3ccc(S(N)(=O)=O)cc3)C2=O)c1 (configuration not stated)	-1	-9	x	2	-3	x	-9	x
COC(=O)c1c(NC(=O)c2nc3ccccc3s2)sc2c1CCN(C(C)=O)C2	5	-3	x	2	-1	x	3	x
Cc1ccc(NS(=O)(=O)c2cccc(C(=O)NC3CCN(Cc4ccccc4)CC3)c2)cc1	x	2	-35	0	x	x	-5	-3
Cc1noc(C)c1NC(=O)Nc1ccc2c(c1)C(=O)N([C@H](C)CO)C[C@@H](C)[C@@H](CN(C)Cc1ccc(C(F)(F)F)cc1)O2	3	4	-1	4	0[16.7 µM]	x	-7	2
CCNC(=S)N(CCCO)Cc1cc2cc3c(cc2[nH]c1=O)OCCO3	-22	4	-10	-2	-3	x	-2	2
COCc1c(C(=O)OCC(=O)NCc2ccco2)oc2ccccc12	2	-2	-6	-3	-6	x	5	-4
C[C@@H]1CN([C@@H](C)CO)C(=O)c2cc(NS(=O)(=O)c3ccc(F)cc3)ccc2O[C@@H](C)CCCCO[C@@H]1CN(C)C(=O)CCC(F)(F)F	15	-1	-10	4	11[16.7 µM]	x	-1	5
NC(=O)C[C@@H]1NC(=O)CNC(=O)c2cc([N+](=O)[O-])cc(I)c2NCCC(C(N)=O)NC1=O (some centres not stated)	x	-8	-13	-3	x	-0.1	-13	6
CCN(CC)CCN1C2=C(C(=O)CC(C)(C)C2)C(c2cccc(F)c2)C2=C1CC(C)(C)CC2=O	-40	x	-21	x	3	-3.6	x	-20
Cc1nnc(SCc2cc(=O)oc3cc(O)ccc23)n1Cc1ccccc1	10	2	x	-1	-6	x	8	x
Cc1ccc(N(O)C(=O)OCCNC(=O)Nc2ccccc2)cc1	16	2	x	-2	2	x	4	x
Cc1cc(=O)oc2c(C)c(OCC(=O)NCCCN3CCOCC3)ccc12	-2	-1	-10	-2	10	x	-5	-6
CCN(CC)S(=O)(=O)c1ccc(C(=O)N2CCN(C3=NS(=O)(=O)c4ccccc43)CC2)cc1	x	-1	5	1	x	-2.2	2	4
COCc1c(C(=O)N2CCN(Cc3ccc(C#N)cc3)CC2)oc2ccccc12	x	2	-10	-5	x	-0.1	12	-1
CCCCCCc1nnc(NC(=O)OCC)s1	x	2	x	-1	0	x	-3	x
O=C(c1ccco1)N1CCN(c2ccc(Cl)cc2)CC1	0	4	x	3	-7	x	-6	x
Cc1cc2nc(C3CCCCC3)c(Cc3cccc(F)c3)n2c(C)c1Br	-8	-4	-24	0	14	-0.4	2	1
COc1cc(C(C(=O)NC(C)(C)C)N(C(=O)CNC(=O)c2cccs2)c2ccccc2)cc(OC)c1OC (configuration not stated)	2	6	x	0	4	x	-11	x
CCOC(=O)C1=CCN(S(=O)(=O)c2cccc(Cl)c2)C1c1cccc(C)c1 (configuration not stated)	8	0	-9	0	-2	-0.1	3	-6
CCCNC(=O)N1C[C@H]2[C@@H](c3ccccc31)[C@@H](CO)N2C(=O)Cc1ccccn1	1	0	-29	-1	12[16.7 µM]	-0.5	-10	-4
COc1ccc(NCCNc2ccc(OC)cc2)cc1	-6	8	x	-3	25	-1.8	2	x
C[C@@H]1CN([C@H](C)CO)C(=O)c2cc(C#CCc3ccccc3)cnc2O[C@H]1CN(C)CC1CCOCC1	-5	-2	-6	-6	-4[16.7 µM]	0.5	2	-2
CCn1c(SCC(=O)Nc2nc(C)cs2)nnc1-c1ccco1	1	3	x	0	-4	x	-9	x
CC(=O)Nc1ccccc1C(=O)C(=O)Nc1ccc(F)cc1	1	-3	x	-1	-3	x	6	x
S=C(NCc1ccccc1Cl)Nc1ccccc1Cl	x	-6	-9	37	15	x	-2	0
O=C(c1ccccc1)c1ccncc1	-2	-3	x	1	-7	x	-10	x
Cc1ccc(S(=O)(=O)N2CCN(C(=O)COC(=O)c3nc(Cl)ccc3Cl)CC2)c(C)c1	-4	0	-8	-1	10	2.7	0	1

Sorted by count of non-hydrogen atoms (lowest first): part of the list above.
SMILES	PGC1a acetyl inh	PglD DTNB	RAD52 anneal inh	Cneo AK release	miR-122 sensor	E-selectin induc	RAD54 branch	ERAP1 inh
O=C(c1ccccc1)c1ccncc1	-2	-3	x	1	-7	x	-10	x
CCCCCCc1nnc(NC(=O)OCC)s1	x	2	x	-1	0	x	-3	x
S=C(NCc1ccccc1Cl)Nc1ccccc1Cl	x	-6	-9	37	15	x	-2	0
COc1ccc(NCCNc2ccc(OC)cc2)cc1	-6	8	x	-3	25	-1.8	2	x
CC(=O)Nc1ccccc1C(=O)C(=O)Nc1ccc(F)cc1	1	-3	x	-1	-3	x	6	x
CCn1c(SCC(=O)Nc2nc(C)cs2)nnc1-c1ccco1	1	3	x	0	-4	x	-9	x
Cc1cc2nc(C3CCCCC3)c(Cc3cccc(F)c3)n2c(C)c1Br	-8	-4	-24	0	14	-0.4	2	1
Cc1cc(=O)oc2c(C)c(OCC(=O)NCCCN3CCOCC3)ccc12	-2	-1	-10	-2	10	x	-5	-6
COCc1c(C(=O)N2CCN(Cc3ccc(C#N)cc3)CC2)oc2ccccc12	x	2	-10	-5	x	-0.1	12	-1
Cc1ccc(S(=O)(=O)N2CCN(C(=O)COC(=O)c3nc(Cl)ccc3Cl)CC2)c(C)c1	-4	0	-8	-1	10	2.7	0	1
CCN(CC)S(=O)(=O)c1ccc(C(=O)N2CCN(C3=NS(=O)(=O)c4ccccc43)CC2)cc1	x	-1	5	1	x	-2.2	2	4
C[C@@H]1CN([C@H](C)CO)C(=O)c2cc(C#CCc3ccccc3)cnc2O[C@H]1CN(C)CC1CCOCC1	-5	-2	-6	-6	-4[16.7 µM]	0.5	2	-2
COc1cc(C(C(=O)NC(C)(C)C)N(C(=O)CNC(=O)c2cccs2)c2ccccc2)cc(OC)c1OC (configuration not stated)	2	6	x	0	4	x	-11	x
